Granule exo inh: lytic granule exocytosis inhibition; inhibition, % at 10 µM; 360,000 compounds, 0.66% hits; TALL-104 LAMP-1 surface exposure, flow cytometry; cells stimulated with thapsigargin and PMA;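 active = inhibition above about 55%, limit read from the data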
HIF-2a inh: inhibitors of HIF-2a; 786-0 RCC cells HIF-2a reporter, luciferase luminescence, overnight; inhibition, % at 18.8 µM; 360,000 compounds, 0.72% hits;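 active = inhibition of the luminescence signal of 40% or more relative to plate controls, in a single-dose primary screen at 18.75 µM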
Vif inh: inhibitors of HIV Vif; HEK293T cells, Vif self-association by quenched fluorescence, imaging, 24 h; 340,000 compounds, 0.35% hits; inhibition, % at 7.49 µM; in the data active = inhibition above about 50%, passing the limit was not always enough; also: some results filed as inactive read as strong as hits
hiPSC survival: enhancers of human iPSC single-cell survival; hiPSC single-cell survival, ATPlite luminescence; 100% = ROCK inhibitor wells, 0% = DMSO; 360,000 compounds, 0.044% hits; survival enhancement, % at 20 µM; in the data active = survival enhancement above about 18%;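 also: cells exposed to compounds for 16 hours before the ATP read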
CaV13 FRET inh: Primary screen for inhibitors of IQ motif and Ca2+-dependent inactivation inhibitor domain binding in CACNA1D, Förster resonance energy transfer in living cells, …; HEK cells, CFP/YFP FRET ICDI-IQ, plate reader, 10 min; percent FRET-ratio fall versus neutral wells; inhibition, % at 12.3 µM; 340,000 compounds, 0.098% hits;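 active = mean replicate inhibition of at least 30% and at least 1% of replicates passing that level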;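 also: 0% = median of the neutral control wells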
aDG glyco act: alpha-DG glycosylation activation; Pro5-aDG cells, alpha-DG glycosylation AlphaScreen (IIH6); 0% Pro5, 100% B10-LARGE cell signal; activation, % at 10 µM; 360,000 compounds, 0.22% hits; AID 624168;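 active = activation of at least 8% versus controls, or a plate z-score of at least 8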;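 also: Pro5 are CHO cells carrying HIG-tagged alpha-DG that lacks glycosylation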
TRPM1 prom inh: MITF TRPM1 promoter inhibition in SK-MEL-5 cells | inhibition, % at 12.5 µM | 330,000 compounds, 0.83% hits | SK-MEL-5 TRPM1 promoter luciferase, 24 h | AID 488899;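 active = mean inhibition across replicates of 60% or more, whatever share of single replicates reaches that level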; also: values of inactives mirror those of a sister screen read the other way
Peg3 prom inh: inhibitors of Peg3 promoter; inhibition, % at 20 µM; 360,000 compounds, 1.7% hits; HeLa PEG-Prom luciferase reporter, luminescence, overnight;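 active = inhibition of at least 50% at 20 µM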
NR2E3 ag-1: activates human NR2E3 receptor | 360,000 compounds, 0.35% hits | inhibition of corepressor binding, % at 3.98 µM | Q9Y5X4 | AID 602229 | CHO-S Gal4-NCOR/VP16-NR2E3 two-hybrid, luciferase;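 active = inhibition above the mean of all tested compounds plus 3 SD, cut at about 70% in these data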;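 also: 0% = DMSO with NR2E3 transfected cells and 100% = cells lacking NR2E3 construct; higher means lower luciferase signal from less NR2E3 corepressor binding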
Target sequence (Q9Y5X4 whole entry, looked up, the tested form may be a part): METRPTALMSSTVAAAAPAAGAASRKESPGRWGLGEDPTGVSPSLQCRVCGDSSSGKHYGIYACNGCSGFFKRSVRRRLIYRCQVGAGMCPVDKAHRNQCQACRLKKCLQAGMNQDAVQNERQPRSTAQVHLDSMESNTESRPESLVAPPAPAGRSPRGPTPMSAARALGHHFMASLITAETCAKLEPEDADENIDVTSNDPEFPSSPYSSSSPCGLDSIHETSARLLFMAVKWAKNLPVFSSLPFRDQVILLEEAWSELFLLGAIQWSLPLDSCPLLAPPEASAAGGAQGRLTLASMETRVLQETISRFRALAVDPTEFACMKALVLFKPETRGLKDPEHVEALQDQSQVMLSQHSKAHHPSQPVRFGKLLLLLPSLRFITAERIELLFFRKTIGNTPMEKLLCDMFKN
NR2E3 ag-2: NR2E3 (human) agonism; GST-NR2E3/biotin-RetCOR TR-FRET, 1536-well; inhibition of corepressor binding, % at 4.78 µM; 320,000 compounds, 0.12% hits; AID 2300;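 active = percent inhibition above the cutoff of mean plus 3 SD of all tested compounds, set per screening campaign, cut at about 20% in these data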;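 also: 0% = DMSO wells and 100% = biotin wells as full block of FRET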
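Material: NR2E3–RetCOR corepressor complex / Amount: 1.35 nM GST-NR2E3 / Medium: Tris pH 7.5 / Compound: single nominal compound dose of 4.8 µM / Incubation: 5 h at 4 °C / Technique: TR-FRET, Eu(K)-anti-GST donor, streptavidin-D2 acceptor, ex 340, em 617/671 nm / Read-out basis: percent loss of FRET ratio relative to control wells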
PDI inh: PDI (human) enzyme inhibition; P07237; PDI insulin aggregation turbidity, A650, 90 min; inhibition, % at 10 µM; 350,000 compounds, 0.052% hits; AID 588391;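 active = mean inhibition across replicates of 30% or more, whatever share of single replicates reach that level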;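 also: absorbance from insulin aggregation driven by PDI reduction with DTT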
Target sequence (P07237 whole entry, looked up): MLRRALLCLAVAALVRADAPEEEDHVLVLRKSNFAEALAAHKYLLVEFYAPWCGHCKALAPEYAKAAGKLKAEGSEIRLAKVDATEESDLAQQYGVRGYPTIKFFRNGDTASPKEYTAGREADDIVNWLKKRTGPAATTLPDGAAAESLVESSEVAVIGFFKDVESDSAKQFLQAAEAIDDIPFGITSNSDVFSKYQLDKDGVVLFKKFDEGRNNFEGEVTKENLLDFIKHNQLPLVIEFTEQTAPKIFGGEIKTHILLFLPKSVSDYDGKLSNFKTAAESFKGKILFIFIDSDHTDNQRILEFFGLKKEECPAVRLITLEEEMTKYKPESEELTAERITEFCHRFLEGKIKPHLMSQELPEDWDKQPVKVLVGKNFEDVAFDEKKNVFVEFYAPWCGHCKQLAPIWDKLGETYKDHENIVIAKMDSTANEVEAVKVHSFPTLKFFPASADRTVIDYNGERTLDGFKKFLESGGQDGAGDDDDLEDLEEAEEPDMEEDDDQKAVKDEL
* hit, by the source's call; nt = not tested or not shown. This is a random part of the collection; overall some 3.5% were active at least once.

Sequence of screens: Granule exo inh | HIF-2a inh | Vif inh | hiPSC survival | CaV13 FRET inh | aDG glyco act | TRPM1 prom inh | Peg3 prom inh | NR2E3 ag-1 | NR2E3 ag-2 | PDI inh
- O=C(O)/C=C/c1coc2ccc(F)cc2c1=O
 : -2 | 14 | -1 | 1.1 | -5 | -0.1 | -6 | 4 | -16 | -3 | 12
- Cc1cc(C)cc(C(=O)NC(CC(N)=O)c2ccc(N3CCN(c4ccccn4)CC3)c([N+](=O)[O-])c2)c1 (configuration not stated)
 : -1 | 16 | 2 | 0.2 | -9 | 0.1 | 8 | 5 | -5 | 4 | 10
- c1cncc(Nc2nc(-c3cccs3)cs2)c1
 : 1 | -218 | -12 | -2.5 | -8 | 0.0 | -47 | -263 | -131 | 4 | -3
- CCCCCCCCN1C(=O)[C@H](CC(=O)N2CCOCC2)C[C@@]2(C(=O)OC)CCCCC=C12
 : -7 | 1 | nt | 0.4 | -2 | -0.3 | nt | nt | 8 | nt | nt
- N/C(=N\OC(=O)c1ccc(F)cc1)c1ccc(Br)cc1
 : 10 | -303 | -3 | 1.3 | -3 | 0.4 | -61 | -138 | -15 | -3 | -2
- O=C(NCCC1=CCCCC1)c1cccc2c1C(=O)N(C1CCCCC1)C2
 : 0 | 11 | -7 | -1.0 | 2 | -0.2 | 9 | 30 | -9 | 18 | -8
- O=C(COc1ccc2ccc(=O)oc2c1)N1CCN(c2ccc(F)cc2)CC1
 : 19 | 2 | -2 | -0.3 | -5 | 0.1 | -10 | 9 | -13 | 4 | 12
- CC(=O)Nc1cc2c3c(c1)CCC(=O)N3CCC2
 : -15 | 16 | 11 | -0.3 | -3 | -0.2 | -3 | 6 | -14 | -3 | -15
- Cc1cc(C)nc(NC(=O)c2csnn2)c1
 : -2 | -2 | -5 | 0.0 | 5 | 0.2 | -1 | -1 | -10 | -1 | -5
- O=C(/C=C/c1ccc(Cl)c([N+](=O)[O-])c1)Nc1ccc(N2CCCC2)cc1
 : -15 | -6 | 9 | 1.4 | -4 | -0.3 | 11 | 8 | -7 | 0 | -7
- C=C1[C@H](C)CN(S(=O)(=O)C(C)(C)C)[C@H]1CCO
 : 0 | 9 | -2 | 1.7 | -2 | 0.0 | 2 | 16 | 12 | nt | 4
- COc1ccc(-c2nnc(SCc3cc(C)ccc3C)n2N)cc1
 : 6 | 10 | 0 | 0.5 | -4 | 0.2 | 7 | 12 | -4 | -2 | -4
- Cc1cccnc1C(NC(=O)C1CCN(CCOc2ccc(Cl)cc2Cl)CC1)c1ccc(Cl)cc1 (configuration not stated)
 : 11 | -24 | -4 | -1.1 | -10 | 1.5 | nt | 77* | 12 | nt | 2
- COc1cc2c(cc1OC)-c1cc(Nc3ccccc3Br)nc(=O)n1CC2
 : -28 | 11 | -2 | -0.7 | -17 | -0.1 | 4 | 10 | -28 | 0 | 7
- Cc1cc(C(=O)NCCN2CCN(c3cccc(Cl)c3)CC2)n(-c2ccccc2)n1
 : -1 | 10 | 0 | -0.2 | -7 | -0.3 | 21 | 12 | -15 | 2 | 2
- S=c1[nH]nc(-c2ccco2)n1-c1ccc(Cl)cc1
 : -3 | 9 | 4 | -0.8 | -6 | -0.2 | 14 | -4 | -13 | 2 | -3
- CCc1ccc(C(=O)NNc2ccccc2F)cc1
 : 4 | -203 | -2 | 0.1 | -12 | 0.0 | -44 | -109 | 9 | 0 | -4
- CC(=O)NC(=O)NC1OC(=O)C(Cl)=C1Cl (configuration not stated)
 : -2 | 14 | 1 | 0.5 | -5 | 0.0 | 10 | 10 | 8 | -3 | 5
- CCN(CC(=O)N1CCC(C(N)=O)CC1)S(=O)(=O)c1ccc(Cl)cc1
 : -4 | -2 | 9 | -0.3 | -7 | 0.2 | -4 | 8 | 8 | -1 | -8
- COc1cccc(C(O)c2ncc(-c3cccc(F)c3)[nH]2)c1 (configuration not stated)
 : 0 | -48 | nt | -1.0 | -6 | -0.1 | nt | -19 | -38 | nt | 1
- C=CCNC(=S)NNC(=O)c1cccn(Cc2ccc(Cl)cc2Cl)c1=O
 : -1 | 21 | 17 | 4.5 | -5 | 0.0 | 1 | 16 | 12 | 1 | -4
- Cc1cccc(NC(=O)Cn2c(O)c(N=NC(=O)c3ccccc3O)c3ccccc32)c1
 : -8 | -4 | 12 | -1.2 | -17 | -0.1 | -12 | -13 | 3 | -1 | 5
- COc1ccc(CCNC(=O)COC(=O)c2cnc(C)cn2)cc1OC
 : -4 | 2 | 15 | -0.6 | -10 | -0.1 | -3 | 12 | -14 | 3 | -4
- COc1ccc(SC[C@H](Cc2ccccc2)N2CC[C@@H](O)CCC2=O)cc1
 : 2 | -1 | -4 | 2.9 | -10 | -0.1 | 5 | -1 | -6 | 4 | -3
- Cc1nc(SCC(=O)N2CCN(c3ccccn3)CC2)c(C#N)c(C)c1C
 : 12 | 17 | -2 | 1.8 | -3 | -0.1 | -3 | 3 | -9 | nt | 5
- COc1ccc(C(=O)N2CCN(c3ccccn3)CC2)cc1
 : -1 | -5 | -9 | 0.7 | -4 | 0.1 | 6 | -2 | -5 | 2 | 3
- CCCCc1c(O)nc(SCC(=O)Nc2ccc3c(c2)CCC3)[nH]c1=O
 : -2 | 13 | -14 | -1.7 | -2 | -0.1 | -4 | -1 | -19 | -1 | 0
- COc1ccc(OC)c(S(=O)(=O)N(C(C)=O)c2ccc3oc(=O)sc3c2)c1
 : 1 | 10 | 5 | -3.2 | -7 | -0.4 | -10 | 8 | -25 | 1 | -3
- Cc1cccc2c(=O)n(C(=O)c3ccccc3)c(N)nc12
 : -5 | 10 | -3 | -1.7 | -6 | 0.1 | nt | 12 | 6 | nt | 6
- Cc1ccc(S(=O)(=O)NCC(=O)OCC(=O)N2CC(=O)Nc3ccccc32)cc1
 : 2 | -1 | 23 | 1.9 | -2 | 0.1 | 19 | 8 | -16 | nt | -5
- COc1cc(OC)nc(NC(=O)CSc2nnc(-c3ccccc3)n2C2CCCCC2)n1
 : 2 | 5 | 11 | -0.6 | nt | 0.1 | -6 | 9 | -7 | 0 | -3
- CC(=O)Oc1ccc(/C=N/NC(=O)C2CCCN2S(=O)(=O)c2ccc(Cl)cc2)cc1 (configuration not stated)
 : -4 | 3 | 0 | -4.0 | -6 | -0.2 | 3 | -8 | 15 | 2 | 3
- O=C(CCOc1ccccc1)N1CCN(c2ccc(O)cc2)CC1
 : -10 | -70 | -8 | 0.7 | -3 | 0.0 | -9 | -23 | -11 | -3 | 13
- Cc1ccc(N=CC2=C(O)CC(c3ccccc3Cl)CC2=O)cc1 (configuration not stated)
 : -1 | -18 | -2 | 0.3 | -5 | -0.1 | nt | -5 | -8 | -2 | -12
- Cc1nc([N+](=O)[O-])c(N2CCN(Cc3ccccc3)CC2)n1Cc1ccccc1
 : 4 | 25 | 3 | 0.8 | -1 | -0.6 | 8 | 35 | -20 | -4 | 5
- CCOc1cc(C2C3=C(CCCC3=O)NC3=C2C(=O)CCC3)cc(Cl)c1O
 : 0 | 5 | nt | 0.5 | -5 | 0.1 | -4 | 6 | -12 | 0 | -4
- CCc1ccccc1NC(=O)c1ccoc1C
 : 0 | 18 | nt | -3.2 | -6 | 0.1 | 1 | 12 | 10 | -2 | -1
- O=C(CCc1ccc(S(=O)(=O)N2CCCCC2)cc1)c1nnc(-c2ccccc2)o1
 : -4 | -63 | -14 | -1.6 | -6 | 2.6 | -1 | -28 | -25 | 1 | 19
- COc1ccc(CNC(NC(=O)c2ccccc2)(C(F)(F)F)C(F)(F)F)cc1
 : 0 | 6 | 3 | -0.7 | -3 | 0.0 | -8 | 9 | -3 | 2 | -3
- COC(=O)[C@@]1(Cc2ccc(F)cc2)[C@H]2c3cc(C(=O)N4CCCC4)n(Cc4cc(C)n(C)n4)c3C[C@H]2CN1C(=O)c1ccccc1
 : 9 | 2 | nt | -0.4 | -8 | -0.2 | nt | nt | -19 | nt | nt
- O=C(CSc1ccc(-c2ccccc2)nn1)c1ccccc1
 : -3 | -221 | 1 | -0.8 | -3 | 0.0 | -54 | -248 | -60 | 2 | 17
- Cn1c(=O)n(C)c2cc(NS(=O)(=O)c3cccs3)ccc21
 : -4 | -2 | 26 | -0.4 | -8 | -0.3 | 14 | -18 | -12 | 1 | 15
- CC(C)c1nc(C#N)c(NN)o1
 : -9 | -2 | 9 | -0.5 | -19 | 0.0 | -6 | 2 | -101 | 1 | -8
- COc1ccc(C2C(C(=O)NCC3CCCO3)c3cc(OC)c(OC)cc3C(=O)N2C)cc1OC (configuration not stated)
 : -1 | 5 | 0 | 0.4 | -4 | -0.2 | -5 | 8 | 7 | 2 | 3
- COc1ccc(CN2CCC[C@]3(N[C@H](c4ccc(C)cc4)[C@@H]4C(=O)N(Cc5ccccc5)C(=O)[C@@H]43)C2=O)cc1
 : -3 | 8 | nt | -0.9 | -3 | -0.1 | nt | 1 | 4 | nt | 5
- CCOC(=O)[C@]12CCC=C1N(Cc1ccccc1)C(=O)[C@H](CC(=O)NCCC(C)C)C2
 : -6 | 5 | nt | -0.8 | -7 | -0.5 | nt | nt | -5 | nt | nt
- CCC(C)N(C(=O)CSc1nnnn1-c1ccccc1OC)C1CCS(=O)(=O)C1 (configuration not stated)
 : 10 | 6 | 4 | 0.1 | -5 | 0.0 | 1 | 6 | 4 | 0 | 8
- O=C(OCCCc1cc2ccccc2c(=O)o1)c1ccccc1C(F)(F)F
 : 19 | -45 | -16 | -2.9 | -8 | -0.1 | 3 | -25 | -6 | 2 | 5
- CS(=O)(=O)N1CCC(C(=O)N2CCN(Cc3ccccc3)CC2)CC1
 : 1 | 17 | 19 | 0.1 | -4 | -0.4 | -5 | 0 | 0 | -1 | 16
- Cc1ccc(S(=O)(=O)N(C)c2cc(S(=O)(=O)N3CCOCC3)c(C)cc2C)cc1
 : 14 | 13 | 25 | -0.4 | -4 | -0.1 | -4 | 14 | 5 | -1 | 6

Next section.
Sequence of screens: Granule exo inh | HIF-2a inh | Vif inh | hiPSC survival | CaV13 FRET inh | aDG glyco act | TRPM1 prom inh | Peg3 prom inh | NR2E3 ag-1 | NR2E3 ag-2 | PDI inh
- O=C1CCC[C@H]2c3[nH]c4ccccc4c3CCN12
 : -2 | 6 | -7 | -0.4 | nt | 0.0 | 24 | -10 | -7 | -1 | nt
- O=C(NNS(=O)(=O)c1ccccc1)c1ccccc1-n1cccc1
 : -2 | 7 | 9 | -0.2 | nt | 0.7 | 6 | 10 | -34 | -1 | 5
- COc1ccc(NC(=S)NC23CN4CN(CN(C4)C2)C3)cc1
 : 22 | 13 | 11 | -0.9 | -5 | -0.2 | 18 | 13 | -3 | 2 | 15
- Cc1ccc(C)c(N2CCN(C(=O)CCS(=O)(=O)c3cccc4nonc34)CC2)c1
 : -2 | 0 | -19 | 2.4 | -4 | 0.2 | 5 | 9 | -7 | -3 | 6
- O=C(C1=C[C@H](c2ccc3c(c2)OCO3)C[C@H](OCc2ccc(CO)cc2)O1)N1CCN(Cc2ccc3c(c2)OCO3)CC1
 : 4 | 32 | -13 | 2.8 | -11 | 0.0 | 5 | 25 | -25 | 2 | 6
